Screening data as filed in PubChem BioAssay.
SR-BI DiI inh – mouse SR-BI HDL lipid transfer inhibition; Q61009; ldlA[mSR-BI] CHO cells, DiI-HDL uptake fluorescence, 3 h; inhibition, % at 12.5 µM; hit rate 0.96% among 320,000; AID 488896;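 active = mean replicate inhibition of at least 70% and a set share of replicates each scoring 70 or more; inconclusive = meets just one of the two criteria; inactive = fails both criteria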;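 note: 0% = median of neutral control wells and 100% = median of positive control wells; values of inactives mirror those of a sister screen read the other way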
SR-BI uptake up – activators of SR-BI mediated HDL lipid uptake; hit rate 0.096% among 320,000; CHO ldlA[mSR-BI] cells, DiI-HDL uptake fluorescence, 3 h; 100 = double the neutral-control signal; activation, % at 12.5 µM;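 active = mean replicate activation of at least 60% and every replicate at or above 60%; inconclusive = mean or all-replicate condition met, but not both; inactive = mean below 60% and not all replicates reaching 60%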;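 note: 0% = median plate neutral-control signal and 100% = twice that signal; values of inactives mirror those of a sister screen read the other way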
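Material – SR-BI-overexpressing, LDLR-lacking CHO cells · Medium – BSA-supplemented, HEPES-buffered Ham's F12, pH 7.4 · Doses – single concentration · Times – compound with DiI-HDL co-incubation, 3 h at 37 °C · Measured by – bottom-read fluorescence, 550/595 nm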
MITF TRPM1 HTS – MITF TRPM1 promoter activation in melanoma cells; activation, % at 12.5 µM; SK-MEL-5 TRPM1-promoter luciferase, 24 h; % of positive control, neutral wells = 0; hit rate 0.75% among 300,000;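 active = mean activation of at least 80% with every replicate also reaching 80%; inconclusive = mean reaches 80% but some replicate falls short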;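 note: 0% = neutral control wells and 100% = parthenolide positive control wells; values of inactives mirror those of a sister screen read the other way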
cardiac RTF act – increases calcium sensitivity of human cardiac regulated thin filaments; P19429+P45379; IANBD-labeled TnC RTF fluorescence at EC20 calcium; 0% EC20 calcium, 100% full calcium; activation, % at 7.2 µM; hit rate 0.24% among 340,000; AID 493008;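 active = activation above the mean over all tested compounds plus 3 SD, cut at about 30% in these data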;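 note: rise in fluorescence read as greater calcium sensitivity of cardiac thin filaments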
HTR5A ag ctr – HTR5A agonism, opioid heterodimer counter-screen. hit rate 0.61% among 340,000. HTR5A agonist assay, luminescence, cell-based. AID 504692. activation, % at 9.3 µM. P47898; in the data active = activation mostly above about 9.5%, no sharp cut-off; inactive = mostly below about 7.6%;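 note: 0% = cells with vehicle only and 100% = reference agonist; strong numbers were not always called active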
Target sequence (P47898 whole entry, looked up): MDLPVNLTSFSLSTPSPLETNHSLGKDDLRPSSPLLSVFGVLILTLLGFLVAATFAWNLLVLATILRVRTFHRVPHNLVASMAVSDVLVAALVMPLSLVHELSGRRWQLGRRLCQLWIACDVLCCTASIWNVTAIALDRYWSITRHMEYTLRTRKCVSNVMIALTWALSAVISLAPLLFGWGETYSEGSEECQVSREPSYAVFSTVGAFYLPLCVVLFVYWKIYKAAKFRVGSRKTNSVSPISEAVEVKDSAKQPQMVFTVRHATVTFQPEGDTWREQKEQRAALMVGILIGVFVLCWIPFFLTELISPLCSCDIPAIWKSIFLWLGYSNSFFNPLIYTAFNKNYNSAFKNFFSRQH
PvdQ inh – blocks Pseudomonas aeruginosa PvdQ acylase activity; purified PvdQ acylase, fluorescence plate reader; inhibition, % at 10 µM; hit rate 0.063% among 340,000; AID 488965; in the data active = inhibition above about 30%, passing the limit was not always enough; inconclusive = no clear call, values can overlap the other calls;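 note: 0% = vehicle neutral wells and 100% = reference inhibitor wells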
CDK5 p35 inh – CDK5/p35 (human) kinase inhibition; Q00535+Q15078; Recombinant CDK5/p35, ADP-Glo luminescence, 60 min; inhibition, % at 10 µM; hit rate 0.01% among 330,000;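 active = highest replicate inhibition of at least 50% and at least 75% of replicates reaching 50%; inconclusive = only one of the two criteria met; inactive = both criteria failed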;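 note: plate controls were DMSO neutral control for no effect and GW8510 at 10 µM for full effect; many of its hits are not listed in these tables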
Rtt109 Vps75 – C. albicans Rtt109 histone acetyltransferase inhibition | purified Rtt109/Vps75, ThioGlo CoA-SH fluorescence, 4 h | inhibition, % at 34.9 µM | hit rate 0.16% among 330,000 | AID 540336;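 active = inhibition of at least 50% in every replicate; inconclusive = best replicate reaches 50% inhibition but some replicates fall short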
Target sequence (Q5AAJ8 whole entry, looked up): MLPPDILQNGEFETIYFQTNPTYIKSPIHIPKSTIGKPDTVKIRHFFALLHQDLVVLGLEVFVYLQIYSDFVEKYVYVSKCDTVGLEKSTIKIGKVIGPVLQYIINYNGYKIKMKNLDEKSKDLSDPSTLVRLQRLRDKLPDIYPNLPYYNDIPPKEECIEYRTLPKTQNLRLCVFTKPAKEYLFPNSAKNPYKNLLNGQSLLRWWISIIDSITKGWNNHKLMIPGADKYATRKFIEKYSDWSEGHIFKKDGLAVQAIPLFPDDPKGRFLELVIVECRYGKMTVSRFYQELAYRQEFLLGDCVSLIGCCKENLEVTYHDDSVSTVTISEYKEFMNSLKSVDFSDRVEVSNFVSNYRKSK
dFosB act – enhances mouse delta FosB homodimer DNA binding. P13346. AID 493131. activation, % at 25 µM. purified delta FosB, TAMRA-CDK5 oligo fluorescence polarization; percent of positive-control signal above neutral wells. hit rate 0.99% among 340,000;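 active = mean activation above about 17%, with every replicate also reaching it, limit read from the data, passing the limit was not always enough; inconclusive = only one of the two conditions met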;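 note: fluorescence polarization rise as delta FosB binds a TAMRA Cdk5 AP-1 oligo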
Target sequence (P13346 whole entry, looked up): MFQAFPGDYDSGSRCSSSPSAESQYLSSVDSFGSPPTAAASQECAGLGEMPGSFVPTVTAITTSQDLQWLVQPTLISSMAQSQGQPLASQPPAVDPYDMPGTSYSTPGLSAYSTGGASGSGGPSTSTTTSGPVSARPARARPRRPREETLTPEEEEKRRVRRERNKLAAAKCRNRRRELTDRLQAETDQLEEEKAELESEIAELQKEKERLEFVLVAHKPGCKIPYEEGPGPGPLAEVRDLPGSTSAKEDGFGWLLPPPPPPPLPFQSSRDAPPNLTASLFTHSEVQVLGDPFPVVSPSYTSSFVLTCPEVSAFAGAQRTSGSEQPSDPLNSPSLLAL
Wnt bcat act – activates Wnt/beta-catenin signaling in a reporter cell assay | activator, plate reader | activation, % at 9.35 µM | hit rate 1.2% among 300,000; in the data active = activation above about 30%, passing the limit was not always enough; inconclusive = no clear call, values can overlap the other calls;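 note: 0% = neutral control wells and 100% = positive control wells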
* hit, by the source's call; ? = inconclusive; / = not tested or not shown; & = joins results of further samples.

SMILES	SR-BI DiI inh	SR-BI uptake up	MITF TRPM1 HTS	cardiac RTF act	HTR5A ag ctr	PvdQ inh	CDK5 p35 inh	Rtt109 Vps75	dFosB act	Wnt bcat act
CCN1C(=NCCCCO)N[C@@H](c2cccc(C(F)(F)F)c2)C(C(=O)OC)=C1C	-26	26	2	3	7	2	1.1	2	-10	-4
Cc1ccccc1N1CCN(C2=NC(=O)/C(=C/c3cn[nH]c3-c3ccccc3)S2)CC1	26	-26	-45	-6	6	15	0.7	5	-10	-4
COc1ccccc1-c1cc(C(=O)N2CCOCC2)no1	11	-11	105*	-2	0	-10	-0.9	-4	-6	29
CC(=O)Oc1cc2c(cc1Cl)C(c1cccs1)CC1(CC(C)(C)NC(=S)N1)O2 (configuration not stated)	75*	-75	-5	5	-2	-15	-2.6	2	3	/
COc1ccc(C(=O)c2ccccc2)c(OCC(=O)NC2CC2)c1	2	-2	17	4	-1	-9	-0.9	5	-10	1
O=C(OCCOCCN=C1NS(=O)(=O)c2ccccc21)C1CC(=O)N(c2ccccc2)C1 (configuration not stated)	-11	11	4	2	0	-20	0.2	10	7	-2
O=C(O)CC12CC3CC(C1)CC(n1ncc(N4CCC5(CC4)OCCO5)c(Cl)c1=O)(C3)C2	/	/	-3	3	1	-4	3.6	-11	-4	-1
O=C(CC(c1ccccc1)C1CCCCC1=O)c1ccco1 (configuration not stated)	5	-5	-3	-9	-1	-5	0.2	-4	6	/
Cc1nc(SCC(=O)N(CC(C)C)C2CCS(=O)(=O)C2)c2c(C)c(C)sc2n1 (configuration not stated)	6	-6	-1	0	-3	-18	0.6	0	-16	2
COC(=O)c1cccc(NC(=O)c2cnn(C)c2)c1	2	-2	10	-5	-2	-10	-1.8	-4	-4	0
Cc1nnc(SC(C)C)n(N)c1=O	-3	3	-8	0	-2	-13	1.0	3	-6	-2
Cc1ccc(-c2nn(CCC(=O)O)cc2/C=C\C(=O)c2ccc(Br)cc2)cc1	7	-7	20	9	1	-9	-3.1	-1	-14	-1
CCOC(=O)C1=C(CNCc2ccc(C)cc2)NC(=O)NC1c1cc(C)ccc1C (configuration not stated)	-17	17	13	6	1	-12	0.4	-9	-25	-2
COc1ccc(-c2csc(Cc3nc(O)cs3)n2)cc1	56	-56	57	-3	0	-1	0.9	5	2	21
CCc1n[nH]c(=O)n1Cn1c(CC)n[nH]c1=O	-15	15	2	-1	6	-15	-0.6	-1	1	3
CCn1c2ccccc2c2cc(/C=N/NC(=O)c3ccccc3C)ccc21	32	-32	7	-11	4	4	0.3	18	-12	-7
CCOC(=O)C(NC(C)=O)(Nc1ccc(S(=O)(=O)Nc2cc(C)nc(C)n2)cc1)C(F)(F)F (configuration not stated)	-49	49	/	-5	-2	-8	0.6	/	-4	-1
CC(C)(C)OC(=O)N1CCC(NC(=O)c2nc[nH]c2C(=O)NCC(=O)OCc2ccccc2)CC1	-16	16	14	-9	10	-3	1.3	12	2	-5
CCNC(=O)N1CCN(C(=O)NCC)CC1	-19	19	-1	0	-3	-5	-1.6	3	-4	-1
COc1cccc(C(=O)NCCSCc2ccccc2Cl)c1	-18	18	2	2	1	10	-0.5	9	-6	2
O=C(O)/C=C/c1cccc(NC(=O)c2ccc(Cl)cc2)c1	2	-2	1	-1	8	7	0.3	-3	-2	1
O=C1NCCN1Cc1ccc(F)cc1	-18	18	4	-7	3	-11	-0.3	-4	1	/
COc1cccc(/C(O)=C2/C(=O)C(=O)N(CCN3CCOCC3)C2c2cccnc2)c1 (configuration not stated)	-14	14	-2	2	-2	-7	0.0	2	-1	-1
Cc1ccc(OCC(=O)N2CCc3ccccc3C2)c(C)c1	-6	6	16	3	1	6	0.4	14	-12	1
O=C(CCc1nnc(CCCCc2ccccc2)o1)NCCN1CCOC1=O	2	-2	-2	4	2	-1	-1.5	4	1	-2
Cc1nn(-c2ccccc2)c(C)c1NC(=O)COC(=O)Cc1ccccc1F	10	-10	1	3	12*	-7	-0.6	-12	-5	-3
Cc1onc(-c2ccccc2)c1C(=O)N1CCCc2ccccc21	-6	6	-8	0	3	-8	1.0	/	-7	/
Cc1oc2cc3oc(=O)c(CC(=O)N[C@H](C(=O)N[C@@H](C(=O)O)c4ccccc4)C(C)C)c(C)c3cc2c1C	12	-12	-7	-4	2	7	0.4	2	-7	-1
COc1cc(NC(=O)COC(C)=O)cc(OC)c1OC	-20	20	-16	7	1	-26	0.9	1	-1	1
Cc1ccc(S(=O)(=O)N2C(=O)CCC2C(=O)NCc2ccco2)cc1 (configuration not stated)	-6	6	-4	-8	-2	8	-2.3	10	2	/
COc1ccccc1N(C)S(=O)(=O)c1ccc(C(=O)Nc2nccs2)cc1	-10	/	-2	-8	-1	-3	-1.0	9	-4	0
CC(=O)c1cccc(S(=O)(=O)N2CCC(n3nnc4cc(F)ccc43)CC2)c1	-20	20	-1	0	0	-11	2.5	-7	0	3
O=c1[nH]cnc(O)c1C(c1ccc2c(c1)OCO2)c1c(O)nc[nH]c1=O	-1	1	2	-5	17*	-5	0.1	-11	2	-2
N#C/C(=C/c1ccc(-c2ccc(Br)cc2)o1)C(=O)NC1CCCCC1	25	-25	5	4	7	-6	-1.3	-9	-8	-1
Cn1c(N)cc(=O)n(Cc2ccccc2)c1=O	-29	29	13	10	-1	-10	0.9	-12	-4	1
CCCc1cc(=O)oc2c(CN(CC)CC)c(O)c(Cl)cc12	-17	17	12	1	-1	7	0.5	/	0	-1
CN(C)S(=O)(=O)c1ccc(C(=O)NCCN=C2NS(=O)(=O)c3ccccc32)cc1	5	-5	10	-5	4	-12	0.6	-1	-3	-1
C[C@@H](CO)NC(=O)c1ccc2c3n(nc2c1)-c1ccccc1CO3	8	-8	6	2	1	9	4.2	0	0	9
C=CCOc1ccc(/C=C/C(=O)N2CCCN(S(=O)(=O)c3c(C)noc3C)CC2)cc1	27	-27	5	-5	3	-10	-0.4	/	3	-4
COc1ccc(/C=C2\SC(=O)N(CCNC(=O)C3CC4C=CC3C4)C2=O)cc1 (configuration not stated)	-47	47	136*	-1	0	16	-0.1	9	-5	-1
Cc1c(/C(O)=C2/C(=O)C(=O)N(Cc3cccnc3)C2c2ccccn2)cnn1-c1ccccc1 (configuration not stated)	-6	6	-47	1	0	-12	/	-4	0	-11
CC(Cc1ccccc1)N/C=C1\CC(=O)NC1=O (configuration not stated)	3	-3	-10	2	2	-17	2.6	0	-11	/
COc1ccc(/C=C2/C(=O)N(c3ccccc3)N=C2C)cc1Br	3	-3	-4	-2	4	-9	-3.4	-4	-9	1
CC1CCN(Cc2c(C(=O)N/N=C/c3ccc(C(F)(F)F)cc3)nnn2-c2nonc2N)CC1	-13	13	-10	1	4	12	9.9	/	7	-7
COc1ccc(NC(=S)SC)cc1OC	-19	19	-10	3	-4	-13	-0.9	-7	2	13
COc1ccc(NC(=O)CC23CC4CC(CC(C4)C2)C3)cn1	0	0	-5	0	1	-6	0.8	-3	-5	-1
CCOCCCNC(=O)C1CCN(S(=O)(=O)N2CC(C)CC(C)C2)CC1 (configuration not stated)	-14	14	-9	10	1	2	2.4	-8	-5	/
Cc1ccc(-n2c(Cc3cccn3C)nnc2SCC(=O)N2CCN(c3ccccc3)CC2)cc1	-10	10	2	-1	3	-2	-0.8	-1	-13	/
COCCNC(=O)c1onc(CSc2ccccc2F)c1C(=O)O	-8	8	26	1	2	-8	-0.4	-3	-3	3
COC1CCCN(C(=O)c2ccc(OC3CCN(S(=O)(=O)N(C)C)CC3)cc2)C1 (configuration not stated)	2	-2	-3	-3	-4	0	0.3	-2	3	0

(more compounds)
SMILES	SR-BI DiI inh	SR-BI uptake up	MITF TRPM1 HTS	cardiac RTF act	HTR5A ag ctr	PvdQ inh	CDK5 p35 inh	Rtt109 Vps75	dFosB act	Wnt bcat act
CNC(=O)c1ccccc1S(=O)(=O)c1ccccc1C#N	8	-8	/	-2	-6	-4	-0.7	-16	3	-2
COc1ccc(C2C3=C(CC(C)(C)CC3=O)N(C)C3=C2C(=O)CC(C)(C)C3)cc1	-3	12	-5	0	-4	4	-2.8	2	-3	-3
CSCC[C@H](NC(=O)Nc1cccc(C(F)(F)F)c1)C(=O)O	4	-4	-5	4	-2	-8	-2.3	-4	6	/
CCOC(=O)CN(C(=O)Cn1nnc2ccccc21)C(C(=O)NCCOC)c1ccccc1 (configuration not stated)	19	-19	-2	-1	-3	-15	-0.5	4	4	-3
COc1cc(C(=O)N2CCN(S(=O)(=O)c3cccs3)CC2)cc(OC)c1C	37	-37	8	4	0	-5	-0.8	-1	-7	-1
COc1ccc(-c2cc(C(=O)Nc3c(C)nn(Cc4ccccc4Cl)c3C)no2)cc1	70	-70	1	-10	-1	0	-0.3	4	?	/
COc1ccc(CS(=O)(=O)/C(Cl)=C(/Cl)C(=O)Nc2ccc(OC)nc2)cc1	11	-11	-93	0	3	-5	-0.2	-1	-8	/
COc1cc(NC(=O)c2csc(N)n2)cc(C(=O)Nc2cccc(C(F)(F)F)c2)c1	58	-58	-31	-2	7	-8	-1.4	0	-5	-2&-7
COc1cccc(C(=O)N2CCOCC2)c1OC	-7	7	13	5	-1	-9	-0.2	-2	-2	-2
Cn1c(=O)c(=O)n(C)c2cc(S(=O)(=O)CCC(=O)NCc3ccccc3)ccc21	2	-2	/	10	4	7	-0.6	-1	-3	0
CCOC(=O)C1=C(C)NC(=S)NC1c1ccsc1 (configuration not stated)	53	-53	1	5	-2	-8	0.1	1	-7	8
O=C(O)c1cc([N+](=O)[O-])c(NCc2cccnc2)c([N+](=O)[O-])c1	-23	23	2	-4	-1	11	0.6	-3	6	-6
O=C(c1ccc([N+](=O)[O-])s1)N1CCN(c2ccc(C(F)(F)F)cn2)CC1	-7	7	-42	-10	8	4	-0.7	-6	-1	-2
O=C(CSc1ccc(Cl)cc1)NCC1CCCO1 (configuration not stated)	-20	20	2	1	5	-14	-1.1	-33	-7	/
COc1ccc(C2C3=C(CC(C)(C)CC3=O)Nc3cc4c(cc32)OCO4)cc1 (configuration not stated)	43	-43	-2	3	-4	-10	-0.9	-20	-6	/
CCN1CCN(C(=S)Nc2ccc3nc(N4CCN(C)CC4)cc(C)c3c2)CC1	26	-26	-3	7	0	-7	1.4	-7	2	-2
CCOC(=O)Nc1ccc2c(c1)ncn2C1CCCCC1	-4	4	39	0	5	-5	-1.5	21	-4	/
